Screening data from PubChem BioAssay.
STK33 kinase inh: blocks human STK33 kinase activity; Q9BYT3; purified STK33, MBP phosphorylation, ADP-Glo luminescence; inhibition, % at 10 µM; hit rate 0.073% among 320,000;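 active = inhibition at or above 25%, using the most active replicate where run in duplicate; inactive = inhibition below 25%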
KCNQ2 block: KCNQ2 potassium channel inhibitors, primary screen, cell-based, CHO-K1, FluxOR thallium flux, B-score (AID 2156); hit rate 1.1% among 310,000; 20 min; stronger effect = lower value; B-score at 10 µM; O88943;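 active = fluorescence ratio B-score at most minus 3 library SDs, with starting brightness B-score within 2 library SDs, cut at about -5.5 in these data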
Target sequence (O88943 whole entry, looked up): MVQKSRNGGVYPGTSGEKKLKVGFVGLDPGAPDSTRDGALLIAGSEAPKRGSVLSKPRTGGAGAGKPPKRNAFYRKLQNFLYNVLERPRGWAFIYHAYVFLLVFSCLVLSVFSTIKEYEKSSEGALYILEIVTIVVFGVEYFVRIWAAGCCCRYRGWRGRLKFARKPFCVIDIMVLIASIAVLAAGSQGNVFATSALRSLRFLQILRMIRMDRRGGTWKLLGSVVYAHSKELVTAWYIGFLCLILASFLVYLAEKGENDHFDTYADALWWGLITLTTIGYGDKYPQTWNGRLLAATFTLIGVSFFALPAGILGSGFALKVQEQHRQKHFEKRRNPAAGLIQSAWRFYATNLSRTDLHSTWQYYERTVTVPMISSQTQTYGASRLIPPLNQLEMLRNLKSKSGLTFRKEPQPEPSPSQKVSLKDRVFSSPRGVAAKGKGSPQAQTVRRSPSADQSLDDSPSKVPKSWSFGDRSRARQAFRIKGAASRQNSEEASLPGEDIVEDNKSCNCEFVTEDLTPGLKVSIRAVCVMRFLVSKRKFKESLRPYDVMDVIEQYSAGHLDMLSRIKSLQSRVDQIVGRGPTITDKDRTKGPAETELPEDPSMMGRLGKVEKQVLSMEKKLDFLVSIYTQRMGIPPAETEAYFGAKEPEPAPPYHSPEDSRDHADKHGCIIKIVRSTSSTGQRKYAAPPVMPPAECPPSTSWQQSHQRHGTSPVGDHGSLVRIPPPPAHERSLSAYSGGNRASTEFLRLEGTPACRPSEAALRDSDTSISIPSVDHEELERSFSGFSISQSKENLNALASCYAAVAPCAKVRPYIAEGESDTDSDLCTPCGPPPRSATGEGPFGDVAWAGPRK
Kir21 inh: blocks the mouse Kir2.1 inward-rectifier potassium channel | HEK293-Kir2.1, FluxOR thallium flux fluorescence; stronger effect = lower value | B-score at 10 µM | hit rate 0.85% among 310,000;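 active = fluorescence ratio B-score at or below minus 3 SD of library scores, with starting-brightness B-score within 2 SD, cut at about -4.2 in these data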;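 note: channel flux triggered by added potassium and thallium sulfate stimulus; B-score of peak minus minimum fluorescence over baseline after thallium stimulus; more negative B-score means stronger Kir2.1 block with less thallium influx; some compounds called inactive have numbers as strong as hits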
An asterisk follows results filed as active; i = inactive.

SMILES	STK33 kinase inh	KCNQ2 block	Kir21 inh
O=C(Nc1cc(C(F)(F)F)ccc1Cl)C(Sc1n[nH]c(=O)[nH]c1=O)c1ccccc1 (stereo not given)	0.2	i	1.2
COc1ccccc1NC(=S)NCCc1ccc(S(N)(=O)=O)cc1	-0.1	i	-0.7
Cc1ccccc1S(=O)(=O)N(CC(O)CN1CCCCC1)c1ccccc1 (stereo not given)	0.3	i	0.22
CC1CCCCC1NC(=O)Cn1ncc2ccccc21 (stereo not given)	-3.5	i	0.91
Nc1nc(-c2cccc(NS(=O)(=O)c3ccccc3)c2)cs1	-1.2	i	-1.8
CCc1nnc(NCC(=O)N2CCc3ccccc32)s1	-0.9	i	-0.23
CCN(CC)S(=O)(=O)c1ccc(OC)c(NC(=O)OCc2ccccc2)c1	-0.8	i	1.4
CCCCCCn1c(N2CCCC2)nc2c1c(=O)[nH]c(=O)n2C	0.3	i	-0.62
CCNC(=O)c1ccccc1-c1nc(-c2ccccc2OC)no1	-0.8	i	-0.33
Fc1ccc(Cn2nnnc2CN2CCN(C3CCCCC3)CC2)cc1	-0.4	i	-0.04
CSc1cccc(NC(=O)CCNC(=O)c2ccco2)c1	-0.4	i	0.25
CC1CCc2c(nc3ncnn3c2N2CCN(c3ccccc3F)CC2)C1 (stereo not given)	1.3	i	-0.33
CC1CCN(C(=O)c2cccc(NC(=O)c3cccs3)c2)CC1	3.0	i	-2.4
CCOc1ccc(S(=O)(=O)NCCC(=O)N2CCC(Cc3ccccc3)CC2)cc1	-1.3	i	1.1
CCN(CC)CCN1C(=O)C(=O)/C(=C(/O)c2ccc(C)cc2)C1c1cccnc1 (stereo not given)	-1.5	i	-0.06
COc1cc(C(Nc2ccccn2)c2ccc3ccc(C)nc3c2O)cc(OC)c1O (stereo not given)	-2.4	i	-0.01
COC(=O)C1(C)NCCc2c1[nH]c1ccccc21 (stereo not given)	0.7	i	-0.03
COC(=O)C1=C(C)N(Cc2ccccc2)C(=NCCc2cccnc2)N[C@H]1c1ccccc1	0.7	i	-11*
CCN(CC)c1c2c(c(C#N)c3nc4ccccc4n13)CCC2	-3.3	i	-0.87
CC[C@@]12C(=O)N(c3ccc(C)cc3)C(=O)N1[C@H](c1cccc(C)c1)[C@@H]1C(=O)N(Cc3ccccc3)C(=O)[C@@H]12	7.9	i	-1.6
COc1cc(NC(=S)Nc2ccccn2)c(OC)cc1Cl	0.2	i	-0.09
Cc1cc(C)cc(NC(=O)c2ccc3c(c2)CCN3S(C)(=O)=O)c1	0.4	i	-0.17
COc1cc(/C=N/NC(=O)c2cccnc2)cc(Br)c1O	-2.0	i	-2
O=C(CCc1ccccc1)NNC(=O)Nc1ccc(Cl)cc1	-0.5	i	0.06

Grouped by structure: the entries above containing a halogen
SMILES	STK33 kinase inh	KCNQ2 block	Kir21 inh
O=C(Nc1cc(C(F)(F)F)ccc1Cl)C(Sc1n[nH]c(=O)[nH]c1=O)c1ccccc1 (stereo not given)	0.2	i	1.2
Fc1ccc(Cn2nnnc2CN2CCN(C3CCCCC3)CC2)cc1	-0.4	i	-0.04
CC1CCc2c(nc3ncnn3c2N2CCN(c3ccccc3F)CC2)C1 (stereo not given)	1.3	i	-0.33
COc1cc(NC(=S)Nc2ccccn2)c(OC)cc1Cl	0.2	i	-0.09
COc1cc(/C=N/NC(=O)c2cccnc2)cc(Br)c1O	-2.0	i	-2
O=C(CCc1ccccc1)NNC(=O)Nc1ccc(Cl)cc1	-0.5	i	0.06

Next structures follow.
SMILES	STK33 kinase inh	KCNQ2 block	Kir21 inh
Cn1c(CNC(=O)CNC(=O)Cc2ccc(F)cc2)cc(=O)n(C)c1=O	-1.7	i	0.03
COc1ccc(C(=O)NC(C(=O)NCc2ccccc2OC)C(C)C)cc1 (stereo not given)	-0.6	i	-1.4
CCOC(=O)Cc1csc(NC(=O)c2ccc(C)cc2)n1	-0.5	i	2.7
CCn1nc(C)c(NC(=O)c2cc(Br)ccc2Cl)c1C	0.8	i	0.58
Cc1ccc(C2CC2c2n[nH]c(=S)n2-c2cccc(Cl)c2)cc1 (stereo not given)	1.2	i	-0.55
c1ccc2c(c1)ncn2CCC1CCCCC1	-2.1	i	-0.14
COc1ccc(CCN(C)C(=O)CN2C(=O)c3ccccc3S2(=O)=O)cc1OC	0.9	i	0.17
O=[N+]([O-])c1ccc(COc2cccc(CNc3ccc(Br)cc3)c2)cc1	-0.5	i	1.2
Cc1nc2ccc(NC(=O)N3CCSCC3)cc2s1	3.6	i	-0.13
CC(=NCc1cccc(Cl)c1)c1nc(-c2ccco2)oc1O	-2.6	i	-0.76
CS(=O)(=O)N(CC(=O)N1CCc2ccccc2C1)Cc1ccc(Cl)cc1	0.0	-6*	-0.45
CCCCc1nc(NCCN2CCOCC2)c(C#N)c2c1COC(C)(C)C2	0.5	i	1.2
CC(C)c1nnc(NC(=O)C2CCCN(C(=O)Nc3ccc(F)cc3)C2)s1 (stereo not given)	1.9	i	0.35
CCN1C(=O)CSc2ccc(C(=O)NCc3ccccc3OC)cc21	1.1	i	-0.08
CCC(=O)NC(=S)Nc1ccc(NC(=O)c2ccco2)cc1	0.1	i	-0.5
CCN1C(=O)C(O)(CC(=O)c2c(C)coc2C)c2ccccc21 (stereo not given)	-0.1	i	-1.4
CCOC(=O)CC(=O)Nc1ccc(C(=O)OCC)cc1	-0.7	i	-1
O=C(NCCN1CCCCC1)Nc1cccc(Cl)c1Cl	4.1	i	0
CC1CCN(C(=O)c2ccc(NC(=O)C3CCCO3)cc2)CC1 (stereo not given)	-0.6	i	0.44
Clc1ccccc1C1=Nn2c(nnc2-c2ccco2)SC1	-0.6	i	-0.35
N#Cc1ccc(C(=O)NNC(=O)c2ccncc2)cc1	0.0	i	-0.13
Cc1ccc(S(=O)(=O)NCc2cccnc2)cc1C	1.0	i	-1
c1ccc2nc3c(nc2c1)[nH]c1ccccc13	0.5	i	0.06
Cn1c(=O)c2c(nc(CN3CCN(CCO)CC3)n2Cc2ccccc2Cl)n(C)c1=O	-0.6	i	-1.1
Cc1ccc(CNC(=O)CCS(=O)(=O)c2cccc3nonc23)cc1	-0.9	i	0.83
O=C(O)c1ccc(-c2ccc(O)c(F)c2)cc1	-0.8	i	0.55
Cc1c(C(=O)O)cccc1-n1c(C)cc(/C=C(/C#N)C(=O)NCc2ccccc2)c1C	-0.8	i	-1.3
O=C(CCCOc1cccc(Br)c1)NCCOc1ccccc1	0.8	i	2.1
CSc1cccc(NC(=O)c2c(Cl)cnn2C)c1	0.6	i	-0.6
CN1CCN(c2ccc(S(=O)(=O)N3CCOCC3)cc2)CC1	-1.3	i	-1.4
Cc1cccc(NS(=O)(=O)c2cccc3nsnc23)c1	-1.6	i	0.21
Cc1nc2ccccc2c(=O)n1/N=C/c1ccc(N(C)C)cc1	-0.1	i	0.25
CCNc1c([N+](=O)[O-])c(=O)oc2ccccc12	-1.1	i	-0.95
CCC/C(O)=C1\C(=O)CC(C)(C)CC1=NCc1ccccc1	-1.2	i	-0.93
CC12CCC(=O)N1C(C(=O)OCC(=O)Nc1sccc1C#N)CS2 (stereo not given)	-1.2	i	-0.4
CCOC(=O)CSc1nc(N)c(C#N)c(-c2ccc(OCC)cc2)c1C#N	-1.3	i	-0.01
CCn1c(SCC(=O)Nc2ccc(C(C)=O)cc2)nnc1C1CC1	0.0	i	-2.3
Cc1nn(Cc2ccccc2)c(C)c1NC(=O)CSc1nnc(-c2cc(Cl)ccc2O)n1C	-0.2	i	0.69
COC(=O)c1cc(C)sc1NC(=O)C1CC(=O)NN1Cc1ccccc1 (stereo not given)	-0.1	i	-1.5
COC(=O)CSc1snnc1-c1ccc(Cl)c(Cl)c1	0.3	i	0.29
COc1cc(NC(=S)N2CCN(c3ccccn3)CC2)cc(OC)c1	-0.6	i	0.31
CN(C)S(=O)(=O)c1cccc(COc2ncnc3c(Cl)cc(Cl)cc23)c1	0.3	i	-0.61
COCc1ccc([C@@H]2C[C@H]3CN(Cc4cccc(Cl)c4)C(=O)[C@]34CCCN24)o1	-0.1	i	-0.41
Cn1c(=O)n(CCc2ccccc2)c2ccccc21	-0.8	i	-1.6
COC(=O)C1CC(Cl)CN1c1ncc(C(F)(F)F)cc1Cl (stereo not given)	-0.5	i	-1.9
N/C(=N\S(=O)(=O)c1cccs1)c1ccccc1	-1.7	i	0.05
CCOC(=O)C1=C(C)N=c2s/c(=C\c3ccc(OCC(=O)O)cc3)c(=O)n2C1c1ccccc1OC (stereo not given)	0.2	i	1.3
Cc1ccc2c(c1)nnn2C1CCN(C(=O)C23CC4CC(CC(C4)C2)C3)CC1	-0.3	i	0.05
Clc1ccc(Nc2c3c(nc4ncnn24)CCC3)cc1	-1.7	i	-0.03
CCCC(=O)Nc1nc(C)c(-c2csc(Nc3ccccc3OC)n2)s1	-1.6	i	-0.06
Cc1nn(C(=O)c2c([N+](=O)[O-])cnn2C)c(C)c1Cl	2.3	i	0.04
Cc1cc(C)cc(-n2cc(C(=O)O)c(=O)cc2C)c1	0.0	i	0
Cc1cc(C)n(-c2nc3c(c(=O)[nH]c(=O)n3C)n2C(C)C)n1	-2.6	i	0.33
CCOC(=O)c1c(C=O)c2ccccc2n1CC	-0.6	i	0.63
O=C(c1cc2cc(Br)ccc2oc1=O)N1CCCC1	0.7	i	0.78
COc1cccc(NC(=O)c2cn(C)c(=O)c3cc(OC)c(OC)cc23)c1	9.8	i	2.8
CC1Cc2ccccc2N1C(=O)C1CC(=O)N(c2ccccc2)C1 (stereo not given)	-1.5	i	1.3
CCCNC(=O)c1ccc2c(c1)CCN2S(C)(=O)=O	0.8	i	1.1
Cc1ccc(CNC(=O)C2CC3Cn4c(nc5cc6ccccc6cc54)C3N2C)o1 (stereo not given)	-1.7	i	0.48
COc1cccc(NC(=O)COC(=O)c2ccccc2SCC(=O)N2CCCC2)c1	-1.5	i	-1.3
Additional structures
SMILES	STK33 kinase inh	KCNQ2 block	Kir21 inh
Cc1cc(OCCOc2cccc3cccnc23)cc(C)c1Cl	0.6	i	1.6
Cc1nc2sc(C(c3ccccc3)N3CCN(C)CC3)c(O)n2n1 (stereo not given)	-2.2	i	-0.17
COc1ccc(Cl)cc1C(=O)N1CCN(c2ccccn2)CC1	0.9	i	0.93
Cc1ccc(C)c(C2=CSC3=NS(=O)(=O)CCN23)c1	-0.2	i	-0.26
CC(C)COP(=O)(c1ccc(N(C)C)cc1)C(O)c1ccccc1F (stereo not given)	-1.4	i	-1.2
O=S(=O)(Nc1cccnc1)c1ccc(Br)c2ccccc12	-3.5	i	-0.83
Cc1ccc(N=C2NC(=O)CS2)cc1	-1.3	i	1.2
c1ccc(CCn2nnnc2C(c2cccs2)N2CCOCC2)cc1 (stereo not given)	-0.7	i	-1.8
COc1ccc2c(c1)c1nc(SCC(C)C)n(CCO)c(=O)c1n2C	1.9	i	0.15
COC(=O)c1cn(C(=O)c2ccccc2)c2ccccc12	-1.3	i	1.5
CN(C)CC/C=C1\c2cc(Cl)ccc2Sc2cc(F)c(F)cc21	-3.1	i	-4.2*
CCOc1ccc(N(CC(=O)NC2CCCC2)C(=O)CCC(=O)Nc2nccs2)cc1	-1.0	i	0.56

Next part; it opens with the 5 that closed the last part.
SMILES	STK33 kinase inh	KCNQ2 block	Kir21 inh
c1ccc(CCn2nnnc2C(c2cccs2)N2CCOCC2)cc1 (stereo not given)	-0.7	i	-1.8
COc1ccc2c(c1)c1nc(SCC(C)C)n(CCO)c(=O)c1n2C	1.9	i	0.15
COC(=O)c1cn(C(=O)c2ccccc2)c2ccccc12	-1.3	i	1.5
CN(C)CC/C=C1\c2cc(Cl)ccc2Sc2cc(F)c(F)cc21	-3.1	i	-4.2*
CCOc1ccc(N(CC(=O)NC2CCCC2)C(=O)CCC(=O)Nc2nccs2)cc1	-1.0	i	0.56
COc1ccc(CNCc2ccccc2[N+](=O)[O-])cc1OC	-0.1	i	-0.02
CC(Sc1nnnn1C)C(=O)Nc1ccccc1-c1ccccc1 (stereo not given)	-0.3	i	-2.4
Cc1ccccc1N1CCN(C(=S)c2ccc([N+](=O)[O-])cc2)CC1	-0.2	i	-1.5
COCCCNS(=O)(=O)c1cccc(S(=O)(=O)c2cccc(S(=O)(=O)NCCCOC)c2)c1	-0.6	i	-0.05
O=C(NC(=S)Nc1ccc(NC(=O)c2ccco2)cc1)c1ccccc1	0.5	i	-2.6
N#Cc1c(SCC(=O)N2CCOCC2)nsc1SCC(=O)N1CCOCC1	0.0	i	0.4
CCCCOc1ccc(-c2n[nH]c(=S)n2Cc2ccccc2)cc1	-1.5	i	0.02
O=C(Nc1cccc(C(F)(F)F)c1)C1CCN(S(=O)(=O)c2cccnc2)CC1	0.7	i	-1.4
COC(=O)c1c(-c2ccc(C)cc2)csc1NC(=O)C1CC=CCC1C(=O)O (stereo not given)	-2.5	i	-0.61
COc1cc(CNC2CCCC2)c(Br)cc1OCc1ccccc1	0.4	i	-2.7
COc1cccc2cc(C(=O)N3CCc4ccccc43)c(=O)oc12	-0.2	i	2.1
COc1ccc(C2C(C(N)=O)=C(C)Nc3nc(-c4ccccc4)nn32)cc1OC (stereo not given)	-1.0	i	0.58
Cn1c(/C=C/N(Cc2ccccc2)c2ccccc2)c([N+](=O)[O-])c(=O)n(C)c1=O	0.1	i	0.81
O=S(=O)(Nc1ccc(Cl)cn1)c1cnc(Cl)c(Br)c1	-1.9	i	1
Cc1ccc(NC(=O)COS(=O)c2ccc(C)cc2)cc1 (stereo not given)	-1.8	i	-0.07
CN(C)S(=O)(=O)c1cccc(-c2nn(-c3ccccc3)cc2/C=C2\SC(=S)N(CC(=O)O)C2=O)c1	1.5	i	0.81
NC(=O)c1ccc(NC(=O)CSc2nnc(-c3ccccn3)n2N)cc1	-3.7	i	0.77
